TDP1 cell noCPT: qHTS for Inhibitors of human tyrosyl-DNA phosphodiesterase 1 (TDP1): qHTS in cells in absence of CPT. DT40 Tdp1-/- hTDP1 cells, no CPT, ATP luminescence, 48 h. Potency, µM (top dose mostly 46.2 µM), for inactives: at the top dose activity change, negative = growth inhibition, hits mostly inhibitors. 420,000 tested, 15% active; further: nearly all actives have a fitted effect of over 55% in size
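Seeded 400 DT40-hTDP1 cells/well (vehicle DMSO, no 20 nM CPT); pinned compounds; ≥48 hr at 37 °C; CellTiter-Glo luminescence as viability measure.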
TDP1 block: blocks human tyrosyl-DNA phosphodiesterase 1. Potency, µM (series often up to 130 µM), for inactives: top-dose activity change, negative = inhibition, actives largely listed as inhibitors. Q9NUW8. 350,000 tested, 0.28% active. AID 485290. recombinant TDP1, AlphaScreen DNA substrate cleavage; further: nearly all actives have a fitted effect of over 40% in size
Target sequence (Q9NUW8 whole entry, looked up): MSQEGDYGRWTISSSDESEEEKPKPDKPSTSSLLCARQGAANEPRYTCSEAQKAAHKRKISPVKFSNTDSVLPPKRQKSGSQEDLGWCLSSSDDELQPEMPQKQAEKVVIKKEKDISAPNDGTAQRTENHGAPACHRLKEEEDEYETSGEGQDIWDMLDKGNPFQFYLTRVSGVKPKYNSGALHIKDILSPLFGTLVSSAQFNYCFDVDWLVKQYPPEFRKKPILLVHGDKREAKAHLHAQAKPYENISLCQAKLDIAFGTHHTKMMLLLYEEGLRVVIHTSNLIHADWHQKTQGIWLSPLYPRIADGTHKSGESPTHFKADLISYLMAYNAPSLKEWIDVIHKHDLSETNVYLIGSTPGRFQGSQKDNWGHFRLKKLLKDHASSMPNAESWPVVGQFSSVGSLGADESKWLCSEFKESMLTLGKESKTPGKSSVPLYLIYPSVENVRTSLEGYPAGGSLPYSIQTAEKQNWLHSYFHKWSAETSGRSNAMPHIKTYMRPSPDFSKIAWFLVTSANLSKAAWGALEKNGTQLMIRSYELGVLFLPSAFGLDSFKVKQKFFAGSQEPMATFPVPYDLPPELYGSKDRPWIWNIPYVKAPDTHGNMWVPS
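E. coli-derived human Tdp1, 1 nM final. Cpd preinc 15 min RT; substrate 15 nM final, 5 min RT; AS bead mix 10 ug/ml final, 10 min RT. Signal loss = tyrosine-FITC cleavage. No-enzyme wells = max signal.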
DT40 TDP1 CPT: DT40-hTDP1 cell growth loss with CPT; chicken DT40 Tdp1-/-;hTDP1 cells + 20 nM CPT, ATP luminescence, 48 h; Potency, µM (doses to about 46.2 µM), without a hit: at the top dose activity change, negative = growth inhibition, actives largely listed as inhibitors; 420,000 tested, 12% active; AID 686979; further: nearly all actives have a fitted effect of over 55% in size
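Chicken DT40 Tdp1-/- cells stably complemented with human TDP1 were seeded at 400 cells/well in medium containing 20 nM camptothecin, exposed to pin-transferred compounds, and grown at 37 °C for at least 48 hr. Viability was read as ATP luminescence.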
The depositor's hits bear a star; u = inconclusive; x = not tested or not shown; [ ] = another dose, or the depositor's remark. The call rests on the fitted dose curve; in most records, active means well fitted curve in the direction sought with a large enough effect; inconclusive means small, poorly fitted or top-dose-only effect, or another doubt; inactive means no such curve, though single readings can be large; an effect the other way counts as inactive or inconclusive. On the % scale 0 is the no-effect control and ±100 the full control effect; potency means the concentration at half of the fitted maximal effect.

Structure,TDP1 cell noCPT,TDP1 block,DT40 TDP1 CPT
CC(C)c1ccc(NC2(C#N)C(=O)Nc3ccccc32)cc1 (configuration not stated),-45.7%,0.0%,-13.3%
CN(C)c1ccc(C(CNS(=O)(=O)c2cc(F)ccc2F)N2CCOCC2)cc1 (configuration not stated),5.5%,8.8%,-9.3%
CC(=O)Nc1nc2ccccc2n1Cc1ccc(Cl)cc1,u,7.0%,23.1µM*
CC(=O)Nc1ccc(NC(=O)Cn2c(CC(=O)N3CCCC3)nc3ccccc32)cc1,-8.8%,4.2%,-19.7%
COc1ccc(-c2nnc3ccc(SCC(=O)N4CCCCCC4)nn23)cc1OC,u,3.1%,-29.4%
CC(NCC1(N2CCOCC2)CCCCC1)C(=O)N1CCc2ccccc21 (configuration not stated),u,-2.6%,-14.7%
CC(=O)C1C(c2ccco2)c2c(noc2C)CC1(C)O (configuration not stated),6.3%,6.1%,-2.7%
CCO/C(C)=C1\C(=O)N(CC)c2ccccc21,u,5.8%,u
COC(=O)C(CCSC)NC(=O)CNS(=O)(=O)c1ccc(Br)cc1 (configuration not stated),-35.5%,2.9%,-30.6%
CCOC(=O)C(=O)Nc1nc(-c2ccccc2)c(-c2ccccc2)o1,-17.2%,5.8%,-12.2%
CC(C)CCC1(CCNC(=O)c2cccs2)CCOC(C)(C)C1 (configuration not stated),u,x,-28.6%
O=C(Nn1cnc2ccccc2c1=O)c1ccc(F)cc1Cl,-25.1%,5.9%,-4.0%
CCc1ccc(N2C(=O)Cc3c2nc(N)c(C#N)c3N)cc1,-2.3%,6.8%,-11.1%
CCOC(=O)c1c(C)oc2ncnc(Nc3cc(C)cc(C)c3)c12,-7.7%,-3.2%,-14.6%
Cc1cc2nnc(SCC(=O)N(C)C3CCS(=O)(=O)C3)n2c2ccccc12 (configuration not stated),-10.6%,3.7%,0.4%

Pulled by compound from the list above:
Structure,TDP1 cell noCPT,TDP1 block,DT40 TDP1 CPT
CC(C)CCC1(CCNC(=O)c2cccs2)CCOC(C)(C)C1 (configuration not stated),u,x,-28.6%
Cc1cc2nnc(SCC(=O)N(C)C3CCS(=O)(=O)C3)n2c2ccccc12 (configuration not stated),-10.6%,3.7%,0.4%
CN(C)c1ccc(C(CNS(=O)(=O)c2cc(F)ccc2F)N2CCOCC2)cc1 (configuration not stated),5.5%,8.8%,-9.3%
COC(=O)C(CCSC)NC(=O)CNS(=O)(=O)c1ccc(Br)cc1 (configuration not stated),-35.5%,2.9%,-30.6%

The list goes on:
Structure,TDP1 cell noCPT,TDP1 block,DT40 TDP1 CPT
COc1ccc(NC(=O)c2cccc(N3C(=O)C4CC=C(C)CC4C3=O)c2)c(OC)c1 (configuration not stated),11.6µM*,x,u
CC(OC(=O)C1CCN(S(=O)(=O)c2ccc(C(C)(C)C)cc2)CC1)C(=O)N(C)C1CCCCC1 (configuration not stated),u,x,u
CC(C)Cn1c(C2CC(=O)N(c3ccccc3Cl)C2)nc2ccccc21 (configuration not stated),u,2.5%,u
Cc1cccnc1NC(=O)CSc1ccc2c(c1)OCCO2,u,0.5%,-2.0%
COc1ccc(N2CCN(C(=O)c3ccc(S(=O)(=O)N4CCOCC4)cc3)CC2)cc1,u,0.0%,u
COc1ccc(N2CCN(Cc3cc(=O)oc4cc(-c5ccccc5)c(O)cc34)CC2)cc1,6.51µM*,4.0%,5.8µM*
CN(c1ccccc1)S(=O)(=O)c1cccc(NC(=O)C2CC(=O)N(Cc3ccccc3)C2)c1 (configuration not stated),20.6µM*,1.9%,16.4µM*
CCOC(=O)C1CCN(C(=O)C2CC(=O)N(c3ccc(C)cc3)C2)CC1 (configuration not stated),-11.7%,3.3%,-12.3%
O=C(Nc1ccc2c(c1)OCO2)N1CCOCC1,0.5%,0.0%,0.7%
CCOc1ccc2c(c1)cc(CN(C(=O)CC)C1CCCCC1)c1nnnn12,u,9.5%,-13.7%
O=C(CSc1nc2c(oc3ccccc32)c(=O)n1CC1CCCO1)NCc1ccc(F)cc1 (configuration not stated),u,x,-20.2%
COc1ccc(OC)c(S(=O)(=O)N2CCCC(C(=O)NCc3ccco3)C2)c1 (configuration not stated),-10.0%,6.8%,1.9%
COc1cc(/C=N/NC(=O)c2ccc(Cn3cc([N+](=O)[O-])cn3)o2)cc(Br)c1O,-31.8%,-2.6%,-7.8%
CCOC(=O)c1c(CN2CCC(C)CC2)n(C)c2cc(Br)c(OC)cc12,16.4µM*,x,u
COC(=O)c1ccccc1Oc1cnc2ccccc2n1,3.6%,x,3.4%
COCc1c(Br)c(C)nc(OCC(=O)N/N=C/c2cc(C)n(-c3ccc([N+](=O)[O-])cc3)c2C)c1C#N,-10.5%,4.2%,u
CC(C)(C)c1cc(Cc2ccccc2)[nH]n1,-20.7%,9.3%,-23.7%
CCCC(=O)N1CCN(c2ccc(NC(=S)NC(=O)c3cccc(C)c3)cc2)CC1,23.1µM*,8.2%,u
COC(=O)c1ccc(/C=N/N2C(C)CCCC2C)cc1 (configuration not stated),u,8.1%,-17.0%
Cc1ccc(NC(=O)CC2SC3=NCCN3C2=O)cc1 (configuration not stated),u,5.5%,u
COc1ccccc1C(=O)Nc1cccc2nc(C)ccc12,1.5%,3.8%,14.0%
CCCCCOC(=O)Cc1c(C)nc(-c2ccccc2)[nH]c1=O,-19.4%,6.3%,7.2%
COc1cccc(C(=O)NCC(=O)OCc2ccc(F)cc2Cl)c1,-13.4%,-3.0%,-6.6%
CN(C)S(=O)(=O)c1cccc(C(=O)OCC(=O)Nc2ccc3c(c2)OCCO3)c1,8.3%,2.2%,-1.4%
CNc1ccc(OC)cc1-n1cnc(-c2ccc([N+](=O)[O-])cc2)c1,-14.0%,0.0%,-19.0%
COc1ccc(Cl)cc1NC(=O)c1cc2ccccn2n1,u,7.9%,-27.0%
CCCCCN(C(=O)CCC(=O)OCc1cccc(F)c1)c1c(N)n(CCCC)c(=O)[nH]c1=O,-2.2%,4.0%[0.505 µM],2.4%
Fc1ccc2c(c1)-c1c(cnc3cc(-c4ccc(Cl)cc4)nn13)CO2,-5.2%,3.2%,-2.3%
O=C(NCc1ccccn1)C1Nc2ccc(C(F)(F)F)cc2C2C=CCC12 (configuration not stated),u,x,u
N#CCC(=O)N/N=C/c1coc2ccccc2c1=O,5.4%,x,21.5%
N#Cc1cc(C(=O)c2ccccc2O)cn(-c2nccs2)c1=O,-23.1%,8.0%,-13.3%
C=CCOC(=O)C1=C(C)NC(C)=C(C(=O)OCC=C)C1/C=C/c1ccccc1,u,-8.7%,u
CC(=O)Nc1cccc(NC(=O)NC2CC(=O)N(c3ccc4c(c3)OCCO4)C2)c1 (configuration not stated),-1.0%,x,-6.9%
CCCCCCC#Cc1ccc2c(c1)COc1c3ccccc3nn1-2,u,-1.2%,-28.3%
CC(C)(C)c1ccccc1NC(=O)c1cnn2c(C(F)F)cc(-c3ccccc3)nc12,-22.9%,-2.1%,-23.8%
CCOc1ccccc1N(CC(=O)NC1CCCC1)C(=O)CCCC(=O)Nc1ccccn1,-19.3%,4.4%,-11.9%
Cc1cc(OCC(=O)Nc2ccc(-c3nc4cc(Cl)ccc4o3)cc2)cc(C)c1Cl,-2.1%,-9.3%[12.3 µM],8.9%
COc1ccc(C)cc1-n1nnnc1SCc1nc(N)nc(N(C)C)n1,6.51µM*,x,4.61µM*
CCOC(=O)C1CCN(C(=O)c2cc(OCC)c(OCC)c(OCC)c2)CC1,-4.0%,-2.3%,-19.7%
N#CCCN(C(=O)COC(=O)C1CCN(S(=O)(=O)c2ccc3c(c2)OCCO3)CC1)c1ccccc1,-22.8%,2.3%,-0.4%
Cc1ccc(SCC(=O)OC(C)C(=O)NC2(C#N)CCCCC2)cc1 (configuration not stated),-12.9%,-1.6%,-2.6%
Cn1nc(C(F)(F)F)c(C#N)c1N1CCN(c2ccc(F)cc2)CC1,20.6µM*,-2.3%,u
CC1(C)C[C@@H](O)CC2(C1)C[C@]1(C)CC(O)[C@H]2C(C)(C)C1 (some centres not stated),-12.7%,x,u
CS(=O)(=O)c1ccc(N)c(SSc2cc(S(C)(=O)=O)ccc2N)c1,u,-9.7%,u
Cc1cc(C)nc(NNC2=CC(=[N+]3CCCCC3)CC(C)(C)C2)n1,14.6µM*,-5.0%,-24.6%

An excerpt from above in order of length of the SMILES, smallest number first.
Structure,TDP1 cell noCPT,TDP1 block,DT40 TDP1 CPT
CCOC(=O)C1CCN(C(=O)c2cc(OCC)c(OCC)c(OCC)c2)CC1,-4.0%,-2.3%,-19.7%
CC1(C)C[C@@H](O)CC2(C1)C[C@]1(C)CC(O)[C@H]2C(C)(C)C1 (some centres not stated),-12.7%,x,u
CC(=O)Nc1cccc(NC(=O)NC2CC(=O)N(c3ccc4c(c3)OCCO4)C2)c1 (configuration not stated),-1.0%,x,-6.9%

(continued)
Structure,TDP1 cell noCPT,TDP1 block,DT40 TDP1 CPT
Cc1cccc(NC(=O)CSc2nc3ccccc3nc2N2CCCC2)c1C,u,x,-14.3%
COc1ccc(N=Cc2[nH]c3ccccc3c2O)cc1,11.0%,-7.5%,-22.6%
COc1ccccc1C1CC(=O)Oc2ccc(C(C)(C)C)cc21 (configuration not stated),-13.5%,-4.7%[56.1 µM],-1.6%
CCC(C)(C)n1nnnc1C(c1cccs1)N1CCCCC1 (configuration not stated),18.4µM*,6.0%,u
CCCc1nc2ccc(NC(C)=O)cc2c(=O)n1Cc1ccc(Cl)cc1,23.1µM*,1.2%,u
CN(C)c1ccc(NC(=O)Cn2ncn3c(cc4ccccc43)c2=O)cc1,-17.4%,0.0%,-6.0%
N/C(=N\N=C\c1cccs1)SC1CC(=O)N(c2ccc(Br)cc2)C1=O (configuration not stated),u,-1.2%,0.5%
COc1ccccc1/C=C(/NC(=O)c1ccccc1)C(=O)NCCCn1ccnc1,9.4%,0.9%,u
Cc1cc(=O)n(CC(=O)NC2CC2)c2c1c(C)nn2-c1ccccc1,u,-2.7%,u
CCCN(CC(=O)Nc1ccccc1C)C(=O)c1ccc(N2CCCC2)c([N+](=O)[O-])c1,u,1.4%,-6.7%
Cc1oc2ccc(NS(=O)(=O)c3ccc(C(C)(C)C)cc3)cc2c1C(=O)Nc1ccccc1,18.4µM*,2.1%,u
COc1cccc(CN2CC(C(=O)NCc3cnn(C)c3)CCC2=O)c1 (configuration not stated),-2.4%,2.6%,-8.7%
CC(=O)c1ccc(NC(=O)c2ccc(CSc3ccccc3)o2)cc1,u,2.6%,16.4µM*
CC1CCN(C(C(=O)Nc2ccc3c(c2)OCO3)c2ccccc2)CC1 (configuration not stated),-25.2%,4.9%,-16.9%
COc1ccc(C(=O)OCC(=O)c2c[nH]c3ccccc23)c(OC)c1,u,-0.9%,u
COCc1cc(N2CCCC2)nc(-c2ccccc2)n1,-29.5%,-5.1%,5.4%
O=[N+]([O-])c1ccc(CN2CC(N3CCN(CCO)CC3)CS2(=O)=O)cc1 (configuration not stated),-21.8%,x,-4.0%
CCOC(=O)C1=CCC(c2cc3ccc(OC)cc3n2C(=O)OC(C)(C)C)NC1 (configuration not stated),u,x,u
O=C(Nc1nc2ccccc2s1)c1ccc(F)cc1,u,6.0%,-4.0%
CN(C(=O)C1CCCN(c2ncnc3c2nc2n3CCCCC2)C1)c1ccccc1F (configuration not stated),11.6µM*,7.5%,23.1µM*
CCCCOC(=O)Cn1c(=O)oc2ccc(C)cc21,-2.5%,-2.2%,-9.2%
CCOC(=O)C1CCCN(C/C=C/c2ccccc2)C1 (configuration not stated),17.5%,x,23.1%
C=CCNC(=O)COc1ccc(Oc2ccccc2)cc1,25.9µM*,-5.9%,14.6µM*
Cc1csc(NC(=O)c2ccc(C)s2)n1,-3.9%,x,-0.1%
O=C(O)c1cc(-c2ccco2)nn1-c1cccc(Cl)c1,6.6%,u,-0.1%
O=C(CSc1ccc(Cl)cc1)NNC(=O)c1cccnc1,-8.1%,0.0%,-1.6%
Nc1c(C(=O)Nc2ccccc2)nnn1-c1ccc2c(c1)OCCO2,u,0.0%,-7.7%
CCN(CC)C(=O)COC(=O)C1=NN(c2cc(C)ccc2C)C(=O)CC1,-1.1%,-4.1%,10.7%
COc1ccc(C(=O)C2CCCN(Cc3cccn3-c3ccccn3)C2)c(OC)c1 (configuration not stated),6.51µM*,1.2%,8.2µM*
Cc1cc(NC(=O)c2ccccc2)ccc1NC(=O)c1ccccc1Cl,-3.1%,x,-20.9%
O=C(NCCCN1CCOCC1)C(=O)c1c[nH]c2ccccc12,-13.0%,0.7%,-3.8%
